PAFAH2 FP inh: inhibitors of human PAFAH2 | recombinant PAFAH2, FP-rhodamine activity probe, fluorescence polarization | AID 492956 | inhibition, % at 3.39 µM | hit rate 0.99% among 340,000;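 active means inhibition above the mean over all tested compounds plus 3 SD, cut at about 30% in these data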;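 further: inhibitors block probe labeling of enzyme so polarization drops; 0% = enzyme with DMSO and 100% = wells lacking PAFAH2 protein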
GSTO1 inh: counter-screen for RBBP9 inhibitors: inhibitors of human GSTO1. recombinant GSTO1, activity-based probe fluorescence polarization. inhibition, % at 5.96 µM. P78417. hit rate 1.1% among 300,000;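 active means inhibition above the campaign mean inhibition plus 3 SD, cut at about 35% in these data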;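 further: 0% = GSTO1-1 with DMSO and 100% = wells lacking GSTO1-1 enzyme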
Target sequence (P78417 whole entry, looked up): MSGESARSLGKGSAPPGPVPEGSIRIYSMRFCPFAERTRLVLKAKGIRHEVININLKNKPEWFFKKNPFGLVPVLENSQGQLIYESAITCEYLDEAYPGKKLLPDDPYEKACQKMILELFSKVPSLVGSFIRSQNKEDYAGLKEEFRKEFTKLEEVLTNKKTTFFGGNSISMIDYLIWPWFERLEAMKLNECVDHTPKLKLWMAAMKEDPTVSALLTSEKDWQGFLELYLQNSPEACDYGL
LYPLA2 counter: LYPLA2 (human) inhibition in PME1 counter-screen; recombinant LYPLA2, FP-Rh probe fluorescence polarization; hit rate 0.38% among 320,000; inhibition, % at 5.9 µM;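 active means inhibition above the screen-wide mean plus 3 SD, limit set per campaign, cut at about 26% in these data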;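 further: 0% = LYPLA2 with DMSO and 100% = wells lacking LYPLA2 enzyme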
pPAFAH inh: inhibitors of human plasma PAF acetylhydrolase (pPAFAH). hit rate 1.5% among 330,000. AID 463082. inhibition, % at 3.39 µM. recombinant pPAFAH, FP-rhodamine probe fluorescence polarization;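 active means inhibition above the mean inhibition across the screen plus 3 SD, cut at about 25% in these data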;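 further: inhibitors block binding of the rhodamine activity-based probe so polarization drops; 0% = enzyme with DMSO and 100% = wells lacking pPAFAH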
PAFAH1B3 inh: inhibitors of human PAFAH1B3. Q15102. AID 492972. inhibition, % at 3.39 µM. hit rate 0.28% among 340,000. recombinant PAFAH1B3, FP-rhodamine probe, fluorescence polarization;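 active means inhibition above the screen-wide average of all tested compounds plus 3 SD, cut at about 25% in these data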;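 further: 0% = enzyme with DMSO only and 100% = wells lacking PAFAH1B3 protein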
LYPLA1 inh: blocks human lysophospholipase 1, a PME1 counter-screen; O75608; recombinant LYPLA1, FP-Rh probe fluorescence polarization; inhibition, % at 5.9 µM; hit rate 0.16% among 320,000; AID 2174;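 active means inhibition above the mean of all tested compounds plus 3 SD, set per campaign, cut at about 14% in these data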;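 further: inhibitors block serine hydrolase probe labeling of LYPLA1 so polarization falls; 0% = enzyme with DMSO and 100% = wells lacking LYPLA1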
Target sequence (O75608 whole entry, looked up): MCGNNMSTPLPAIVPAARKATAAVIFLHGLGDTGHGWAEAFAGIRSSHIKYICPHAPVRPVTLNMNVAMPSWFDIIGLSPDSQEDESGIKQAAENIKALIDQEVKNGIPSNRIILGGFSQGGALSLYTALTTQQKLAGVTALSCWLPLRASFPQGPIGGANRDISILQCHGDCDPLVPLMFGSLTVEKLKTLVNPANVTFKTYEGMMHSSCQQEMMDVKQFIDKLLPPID
PME-1 inh: PME-1 (human) inhibition. recombinant PME-1, FP-Rh probe fluorescence polarization. hit rate 0.53% among 320,000. inhibition, % at 5.9 µM;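 active means inhibition above the campaign mean of all compounds plus 3 SD, cut at about 26% in these data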;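 further: competitive labeling of PME-1 active site by serine hydrolase directed probe; 0% = PME-1 with DMSO and 100% = wells lacking PME-1 enzyme; inhibitors block probe labeling so polarization falls and inhibition rises; many of its hits are not listed in these tables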
Target sequence (Q9Y570 whole entry, looked up): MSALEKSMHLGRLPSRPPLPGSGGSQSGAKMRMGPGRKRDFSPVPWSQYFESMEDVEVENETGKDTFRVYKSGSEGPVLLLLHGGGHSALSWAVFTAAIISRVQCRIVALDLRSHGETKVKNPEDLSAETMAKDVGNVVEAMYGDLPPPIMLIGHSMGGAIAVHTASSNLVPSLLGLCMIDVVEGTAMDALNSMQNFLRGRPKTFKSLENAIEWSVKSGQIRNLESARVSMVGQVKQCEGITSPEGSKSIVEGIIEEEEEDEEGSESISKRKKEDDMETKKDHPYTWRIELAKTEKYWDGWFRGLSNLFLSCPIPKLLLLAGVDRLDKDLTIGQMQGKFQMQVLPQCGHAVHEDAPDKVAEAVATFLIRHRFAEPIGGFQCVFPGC
PAD4 inh: PAD4 (human) enzyme inhibition | Q9UM07 | recombinant PAD4, RCA probe fluorescence polarization | inhibition, % at 6.36 µM | hit rate 0.41% among 330,000 | AID 485272;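 active means percent inhibition above a cutoff equal to the mean of all tested compounds plus 3 SD, cut at about 15% in these data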;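 further: 0% = PAD4 with RCA probe and DMSO and 100% = probe without PAD4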
PAFAH1B2 FP inh: inhibitors of human PAFAH1B2 | P68402 | inhibition, % at 3.39 µM | hit rate 1.2% among 340,000 | recombinant PAFAH1B2, FP-rhodamine activity probe, fluorescence polarization | AID 492953;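 active means inhibition above the mean of all tested compounds plus 3 SD, cut at about 24% in these data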;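 further: 0% = enzyme with DMSO and 100% = wells lacking PAFAH1B2; many of its hits are not listed in these tables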
Active calls of the source: *; nt = not tested or not shown. This is a subset, so the mix of outcomes need not match the whole.

SMILES | PAFAH2 FP inh | GSTO1 inh | LYPLA2 counter | pPAFAH inh | PAFAH1B3 inh | LYPLA1 inh | PME-1 inh | PAD4 inh | PAFAH1B2 FP inh
COc1ccc(F)cc1C(=O)C1CCCN(Cc2ccc(O)cc2)C1 (centres undefined) | 0 | 2 | 3 | 1 | -1 | 0 | 0 | -6 | 4
CC1CN(C(=O)CCC(=O)N2CCC3(CC2)OCCO3)c2cc(Cl)ccc2O1 (centres undefined) | 12 | -4 | -7 | -1 | 3 | -2 | -4 | -2 | 0
Cc1cc(Oc2cc(NN3CCCCC3)c([N+](=O)[O-])cc2[N+](=O)[O-])ccc1[N+](=O)[O-] | -1 | 12 | 8 | 8 | 5 | 2 | 22 | 3 | -2
CC(C)n1c(=O)c(C=Nc2ccc(Cl)cc2)c(O)n(Cc2ccco2)c1=O | nt | -6 | -11 | 6 | nt | -8 | -10 | -8 | nt
CCOc1cc(/C=C2\C(=O)NC(=O)N(CCc3ccc(F)cc3)C2=O)ccc1O | -6 | 20 | 4 | 5 | 3 | 2 | 2 | -8 | 2
O=C(NC(=O)c1c(F)cccc1F)Nc1cc(Cl)c(F)c(Cl)c1F | 2 | -2 | 3 | 5 | 4 | 1 | 2 | -5 | 3
CCOC(=O)c1cc(C(O)(C(=O)OC)C(F)(F)F)c(/N=C/N(C)C)o1 (centres undefined) | 16 | -4 | 1 | 5 | 7 | 1 | -8 | 4 | 3
C/C=C(\C)C(=O)N[C@@H](c1ccccc1)[C@@H](O)C(=O)O[C@H]1C[C@@]2(O)[C@@H](OC(=O)c3ccccc3)C3[C@](C)(C(=O)[C@H](O)C(=C1C)C2(C)C)[C@@H](O)C[C@H]1OC[C@@]31OC(C)=O (some centres undefined) | -1 | 6 | 5 | -3 | -6 | 3 | 6 | 4 | 3
CCC(=NCCO)c1c(O)n(-c2ccc(Cl)cc2)c(=O)[nH]c1=O | 7 | 3 | -2 | 2 | 6 | -2 | -1 | 2 | -2
COc1cccc(CC(=O)N2CCN(Cc3cccc(Cl)c3)CC2)c1 | -1 | 3 | 0 | 0 | 3 | -1 | -6 | -1 | 6
CCCNC(=O)c1c(N)n(Cc2ccco2)c2nc3ccccc3nc12 | nt | 17 | -1 | 20 | nt | 2 | -5 | -15 | nt
CCOP(=O)(OCC)C(Cc1ccccc1)NC(C)=O (centres undefined) | 6 | 0 | -5 | -2 | 2 | 1 | -7 | -3 | 0
COc1ccccc1N1CCN(Cc2c(F)cccc2F)CC1 | 4 | -4 | 0 | 8 | 9 | -4 | -3 | 2 | 2
CC1=CC(=C2C(=O)NC(=S)NC2=O)C=C(C(F)(F)F)N1Cc1ccccc1 | 3 | 7 | 2 | 5 | 6 | -2 | -2 | 2 | -3
COc1ccc(CCNCc2cccn2C)cc1 | 6 | 4 | -4 | 1 | 11 | 1 | -1 | -2 | -2
FC(F)(F)c1ccc2c(c1)NP(=S)(N1CCOCC1)c1nccn1-2 (centres undefined) | 9 | -9 | 0 | 6 | 2 | -3 | 5 | 2 | 0
Cc1ccc(N2C(=O)NC(=O)/C(=C/C=C/c3ccco3)C2=O)cc1 | 2 | 15 | -2 | 19 | -1 | -3 | -7 | -6 | 2
C/C(=N/OC(=O)N(C)C)c1ncc(C(F)(F)F)cc1N1CCOCC1 | -4 | -5 | -1 | 6 | 0 | 0 | -1 | 9 | 8
c1cncc(CNC2CCCCC2)c1 | 0 | 6 | 8 | 2 | 8 | 6 | -1 | -1 | 6
CN1CCN(c2ccc([N+](=O)[O-])c(N3CCCCC3)c2)CC1 | -16 | 4 | -2 | 5 | 2 | -7 | -2 | 1 | -1

Just PME-1 inh, GSTO1 inh and PAD4 inh, for two of the compounds above:
compound	PME-1 inh	GSTO1 inh	PAD4 inh
CN1CCN(c2ccc([N+](=O)[O-])c(N3CCCCC3)c2)CC1	-2	4	1
CC1CN(C(=O)CCC(=O)N2CCC3(CC2)OCCO3)c2cc(Cl)ccc2O1 (centres undefined)	-4	-4	-2

(further entries)
SMILES | PAFAH2 FP inh | GSTO1 inh | LYPLA2 counter | pPAFAH inh | PAFAH1B3 inh | LYPLA1 inh | PME-1 inh | PAD4 inh | PAFAH1B2 FP inh
C[C@H]1CC[C@H]2NCCN[C@H]2C1 | -3 | 4 | 1 | 4 | -1 | 3 | -3 | 3 | -2
NCC(CC(=O)O)C1CCCCC1 (centres undefined) | -4 | -1 | 2 | 2 | 3 | 0 | 0 | 2 | 4
CCCCCn1c(=O)c(C(=O)Nc2ccccc2S(N)(=O)=O)c(O)c2ccccc21 | -1 | -6 | -4 | 4 | -5 | -2 | 1 | 1 | 4
Clc1ccc2c(c1)C(OC1CN3CCC1CC3)c1ccccc1CS2 (centres undefined) | 7 | -2 | 3 | -2 | 3 | -2 | 7 | 0 | 0
CCOC(=O)C1=CC(=C2C(=O)N(CC)C(=S)N(CC)C2=O)c2ccccc2O1 | nt | 3 | -7 | 1 | nt | -3 | -7 | -3 | nt
CCN(CC)C(=O)c1ccc(NC(=O)c2cn(-c3ccccc3)nc2-c2ccc(OC)cc2)cc1 | -20 | -10 | -25 | 2 | -1 | -23 | -35 | 1 | -4
COc1ccc(-n2c(O)c(C(C)=Nc3ccc4c(c3)CCC4)c(=O)[nH]c2=O)cc1 | nt | -3 | 2 | -1 | nt | 1 | 2 | 0 | nt
O=C1CC(C(=O)N2CCC3(CC2)OCCO3)CN1CCc1ccccc1 (centres undefined) | 4 | 1 | -3 | 2 | 7 | -3 | -1 | 0 | 1
Cc1cc(C)n2nc(C)[n+](C)c2n1 | 2 | 2 | 7 | 4 | 2 | 1 | 0 | -3 | 2
C1=C(CCNCc2ccccc2)CCCC1 | 4 | 5 | 2 | 4 | -4 | 2 | 6 | 0 | 6
ClC1=C(Cl)C2(Cl)C3C(Cl)C=CC3C1(Cl)C2(Cl)Cl (centres undefined) | 2 | nt | -4 | -1 | 6 | -1 | 3 | 1 | 5
c1ccc(C2(N3CCCCC3)CCCCC2)cc1 | 0 | nt | nt | 2 | 0 | nt | nt | -7 | 5
O=C(Cc1ccccc1)N1CCN(Cc2ccccc2Cl)CC1 | -1 | 1 | 4 | 1 | 10 | 1 | 3 | 1 | 2
C=CCN=C(SCC(=O)c1ccc(Cl)cc1)c1c(O)n(C)c(=O)n(C)c1=O | 7 | 4 | -1 | 0 | 21 | -3 | -1 | 2 | 12
COC(=O)C1=C(c2cccc(OC)c2OC)C[C@@H]2CC[C@H]1N2C(=O)NCCS(C)=O (some centres undefined) | 16 | 15 | -2 | -5 | 8 | -5 | -8 | -3 | -2
CC(=O)c1ccc2c(c1)OCO2 | -2 | 2 | 7 | 7 | 3 | 0 | -4 | 2 | -3
CN1CCN(Cc2nc3ccccc3c(=O)[nH]2)CC1 | -1 | 0 | 5 | 10 | 8 | 2 | 0 | -4 | 0
Cc1cc(C)cc(N2C(=O)NC(=O)/C(=C/c3cccn3-c3ccc(Cl)cc3)C2=O)c1 | 42* | 11 | -3 | 10 | 4 | 0 | 3 | -7 | 48*
Cc1ccc(N2C(=O)NC(=O)C(CCc3ccccn3)(Cc3ccc(F)cc3)C2=O)cc1 (centres undefined) | -3 | 0 | -6 | -1 | -2 | -3 | -3 | 1 | 6
NNC(=O)c1ccc(Cl)cc1 | 3 | 0 | -3 | -1 | 12 | -4 | -1 | -1 | 7
Clc1ccc(N2CCNCC2)nn1 | 0 | 9 | 1 | -6 | 4 | -1 | 0 | 2 | 2
CC(=NCCCn1ccnc1)c1c(O)n(-c2ccccc2)c(=O)[nH]c1=O | 0 | 8 | 4 | 2 | 8 | 2 | 2 | -3 | -3
CCC(=Nc1ccc(OC)cc1OC)c1c(O)[nH]c(=O)[nH]c1=O | 4 | 1 | 5 | -1 | 7 | 3 | -3 | -2 | 2
COc1ccc(-c2nc(CS(=O)CC(=O)N3CCC4(CC3)OCCO4)c(C)o2)cc1 (centres undefined) | -3 | 6 | 6 | 2 | 0 | -2 | 1 | 2 | 0
NC(Cc1ccccc1)Cc1ccccc1 | 2 | 8 | 6 | 2 | -4 | -1 | 2 | -5 | -2
O=C(CCl)Nc1nccs1 | -2 | 92* | -1 | 13 | 6 | 0 | 0 | -1 | 2
O=P(C(=Nc1ccc(Cl)cc1)N1CCOCC1)(N1CCOCC1)N1CCOCC1 | -7 | 6 | 2 | 4 | -2 | 0 | -4 | 3 | 3
O=C(OCC(=O)c1ccc([N+](=O)[O-])cc1)/C(=C\c1ccc(Cl)cc1)NC(=O)c1ccccc1 | 14 | 21 | -3 | -4 | 4 | -2 | -1 | -6 | 1
COc1ccc2c(c1)CC1(CN2C)C(=O)NC(=O)N(CCc2ccccc2)C1=O (centres undefined) | 10 | 25 | -2 | 6 | 12 | -1 | 0 | -5 | 11
CC(c1ccccc1)n1cncc1C(=O)O (centres undefined) | -1 | 7 | 7 | 0 | -2 | -1 | 3 | 2 | 4
N=C1c2ccccc2CN1NC(=O)c1ccc(Br)cc1 | 6 | 5 | -1 | -1 | 3 | -1 | 4 | 3 | -2
CC(=O)N1N=C2C3CCN(CC3)C2C1c1cccc2ccccc12 (centres undefined) | -1 | 3 | 1 | 3 | 3 | -2 | 5 | -2 | -1
Fc1ccccc1CCNCc1cccc2ccccc12 | -3 | 0 | 1 | 3 | 14 | 2 | 2 | 1 | 5
CC12CC[C@H]3[C@@H](CCC4(O)C[C@H](O)CCC34/C=N/NC(=O)c3ccccc3O)C1(O)CCC2C1=CC(=O)OC1 (some centres undefined) | 17 | 10 | 0 | 1 | 8 | 0 | 2 | 1 | 2
O=[N+]([O-])c1cc(-n2cnnn2)c(O)c([N+](=O)[O-])c1 | -5 | -6 | -1 | 8 | 15 | 1 | 1 | -6 | 4
COP(=O)(OC)C(NC(=O)C(C)(C)C)=C(Cl)Cl | -6 | 6 | -6 | -16 | 7 | -4 | 0 | 0 | 8
CCCCCCN1CCN(c2ccc(Cl)cc2)CC1 | 6 | 1 | 4 | 7 | 9 | -2 | 1 | 0 | 4
Cc1nn(Cc2c(Cl)cccc2Cl)c(Cl)c1C(=O)O | 5 | 0 | -4 | 4 | 11 | -3 | 5 | -2 | -4
C=CCn1c(O)c(/C=N/NC(=O)c2ccncc2)c(=O)[nH]c1=O | 5 | -7 | -3 | 0 | 2 | 2 | -5 | -4 | 2
NC(=O)CSP(=O)(c1ccccc1)c1ccccc1 | 2 | 7 | 5 | 3 | -5 | 5 | 2 | 2 | 3
COC(=O)C1=C(c2ccc(-c3ccccc3)c(F)c2)C[C@@H]2CC[C@H]1N2C(=O)N1CCCCC1 | 7 | nt | 5 | 0 | -2 | 2 | -2 | 1 | -3
CC(C)C(=O)Nc1ccc(S(=O)(=O)N2CC3CC(C2)c2cccc(=O)n2C3)cc1 (centres undefined) | 4 | 1 | 0 | -1 | 6 | -1 | -4 | 1 | 4
CC1CCCCN1C(=O)c1ccc(N2CC3CC(C2)c2cccc(=O)n2C3)c([N+](=O)[O-])c1 (centres undefined) | 8 | 3 | 0 | 3 | -3 | 2 | -3 | -1 | 2
COC(=O)C1=C(c2ccc(C(C)=O)cc2)C[C@@H]2CC[C@H]1N2C(=O)NCc1ccc2c(c1)OCO2 | 3 | nt | 0 | 1 | 0 | -1 | -4 | -3 | 21
COc1cc2c(cc1OC)-c1c(OC)c(OC)cc3c1C(C2)N(C)CC3 (centres undefined) | 6 | 70* | 2 | 4 | 1 | 0 | 2 | 47* | -1

Assay outcomes (PubChem)
